Screening results deposited in PubChem by several laboratories.
M1 antagonist: antagonists of rat M1 muscarinic receptor; Muscarinic acetylcholine receptor M1 (Rattus norvegicus), P08482; CHO-M1 cells, Fluo-4 calcium, ACh EC80 antagonist mode; active compounds read low; B-score at 10 µM; hit rate 3.4% among 64,000;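 active means calcium fluorescence response, raw or row-and-column corrected B-score, differing from the plate sample mean either way at a set confidence level, mostly lower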
Ec RNAP inh: E. coli RNAP inhibitors, biochemical. E. coli RNA polymerase, fluorescence transcription assay. hit rate 0.2% among 62,000. inhibition, %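 (tested at 10 µM)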. DNA-directed RNA polymerase subunit beta (Escherichia coli (strain K12)), P0A8V2; in the data active means inhibition above about 20%;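 further: 0% = enzyme without compound and 100% = no enzyme blank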
D1 mod: D1 CRE-luciferase signal change, two-sided – cell-based, HEK293 D1, dopamine EC30, D1 allosteric modulator project, primary screen. D(1A) dopamine receptor (Homo sapiens), P21728. dopamine EC30 potentiation; actives deviate in either direction. B-score at 10 µM. hit rate 5.9% among 58,000;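 active means luminescence count or its row- and column-corrected plate score outside the 99.7% band of the plate's sample wells, on either side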
M1 ag: M1 muscarinic receptor agonists, primary screen, CHO-M1 cells, Fluo-4 calcium, agonist mode; B-score at 10 µM; hit rate 3% among 64,000; Fluo-4 calcium fluorescence; active compounds read high; Muscarinic acetylcholine receptor M1;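 active means fluorescence rise, raw or as B-score row- and column-corrected plate score, outside the 99.7% band of its plate's samples, either direction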
S1P3 ag: human S1P3 receptor agonists, primary screen, cell-based, primary and confirmation, NFAT-BLA reporter; S1P3 NFAT-BLA reporter cells, agonism, FRET ratio; relative to 1 µM S1P, basal subtracted; activation, % at 4.5 µM; hit rate 0.1% among 60,000;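 active means activation above the screen-wide mean plus 3 SD, cut at about 4.5% in these data, passing the limit was not always enough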; further: some compounds called inactive have numbers as strong as hits
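Material: Human S1P3 NFAT-BLA reporter CHO cells | Incubation: Overnight plating, 4 h compound 37 °C, 2 h substrate RT | Signal: FRET β-lactamase substrate fluorescence, excitation 405 nm, 460/535 nm emission ratio, background-subtracted | Compound: 4.5 µM final, single dose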
TNAP act mid DEA: human TNAP enzyme activators, primary screen, biochemical, luminescent, intermediate phosphate acceptor level; 64,000 tested, under 10 active; activation factor at 20 µM; Alkaline phosphatase, tissue-nonspecific isozyme (Homo sapiens), P05186; purified TNAP, CDP-star luminescence, 100 mM DEA, 30 min; active compounds read high; scale: 0 levamisole-inhibited, 1 vehicle-only enzyme;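 active means activation factor of at least 2 at 20 µM, relative to controls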
Target sequence (P05186 whole entry, looked up): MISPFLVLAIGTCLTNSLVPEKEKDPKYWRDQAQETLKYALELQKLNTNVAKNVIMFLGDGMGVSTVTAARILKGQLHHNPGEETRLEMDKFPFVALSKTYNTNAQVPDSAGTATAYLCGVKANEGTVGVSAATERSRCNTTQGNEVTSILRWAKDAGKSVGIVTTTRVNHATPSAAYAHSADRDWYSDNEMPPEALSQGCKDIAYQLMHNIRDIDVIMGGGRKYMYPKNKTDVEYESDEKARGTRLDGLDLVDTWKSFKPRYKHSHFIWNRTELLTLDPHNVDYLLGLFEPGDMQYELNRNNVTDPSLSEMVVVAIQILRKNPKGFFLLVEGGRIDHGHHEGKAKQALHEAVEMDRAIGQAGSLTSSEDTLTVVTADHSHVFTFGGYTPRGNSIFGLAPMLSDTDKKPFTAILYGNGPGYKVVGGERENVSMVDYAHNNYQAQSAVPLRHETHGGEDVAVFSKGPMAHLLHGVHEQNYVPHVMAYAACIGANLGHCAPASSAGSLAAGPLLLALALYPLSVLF
Jurkat tox 60K: cytotoxicity toward Jurkat T cells, primary screen, cytotoxicity control, cell-based, Jurkat E6.1, 60K MLSMR library. Jurkat E6.1 viability, ATP luminescence, 48 h. inhibition, % at 4 µM. hit rate 1.2% among 56,000;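 active means inhibition above the mean inhibition of all tested compounds plus 3 SD, cut at about 28% in these data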
S1P1 ag pot: S1P1 agonists and agonism potentiators, primary screen, cell-based, primary and confirmation screens, CRE-bla reporter; Sphingosine 1-phosphate receptor 1 (Homo sapiens), P21453; S1P1 CRE-bla cells, forskolin, beta-lactamase FRET, potentiator mode; S1P1 agonist co-added at EC20, 2 nM; 100% = saturating reference agonist, 0% = basal; activation, % at 9.5 µM; hit rate 0.57% among 56,000;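 active means activation above a cutoff set at the mean activation of all tested compounds plus 3 SD, cut at about 54% in these data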;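 further: forskolin at 4 µM as EC80 and the EC20 agonist is SEW2871; 100% = SEW2871 at its EC100 plus forskolin at EC80; some compounds past the cut are filed as inactive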
Target sequence (P21453 whole entry, looked up): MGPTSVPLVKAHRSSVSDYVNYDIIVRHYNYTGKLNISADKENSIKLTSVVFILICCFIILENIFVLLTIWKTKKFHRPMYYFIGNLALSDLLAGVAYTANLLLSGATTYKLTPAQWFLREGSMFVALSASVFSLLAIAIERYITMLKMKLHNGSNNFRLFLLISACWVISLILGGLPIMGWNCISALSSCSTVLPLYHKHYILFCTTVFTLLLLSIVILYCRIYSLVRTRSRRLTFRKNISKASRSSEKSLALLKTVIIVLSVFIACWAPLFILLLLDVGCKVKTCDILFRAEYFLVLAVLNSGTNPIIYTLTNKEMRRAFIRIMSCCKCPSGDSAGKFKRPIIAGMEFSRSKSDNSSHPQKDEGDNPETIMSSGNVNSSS
HEK293 NFkB inh: inhibitors of PMA/ionomycin-induced NF-kB reporter, primary screen, antigen receptor NF-kB inhibitor project, cell-based, HEK-293 luciferase reporter, luminescence; hit rate 0.21% among 62,000; HEK-293 NF-kB luciferase reporter; inhibition, % at 3 µM; AID 465, 2006;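 active means inhibition above the mean of all tested compounds plus 3 SD, cut at about 40% in these data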;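 further: 0% = stimulated DMSO wells and 100% = 10 µM reference inhibitor 5653914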
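Material: HEK-293 cells with stable firefly luciferase reporter driven by four HIV NF-kB elements / Also added: PMA plus ionomycin mix as NF-kB-activating stimulus / Compound dosing: 3 µM once, 0.30% DMSO / Times: 1 h pretreatment, 16 h stimulation, 37 °C / Signal: luminescence / Evaluation: per-plate % inhibition versus controls / Benchmarks: DMSO and 10 µM reference inhibitor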
Numbers without * were called inactive; . = not tested or not shown.

entry	SMILES	Ec RNAP inh	HEK293 NFkB inh	S1P1 ag pot	TNAP act mid DEA	D1 mod
1	CS(=O)(=O)N1CCCC(C(=O)NCc2ccc(F)cc2Cl)C1 (configuration not stated)	-1	22	.	0.9	.
2	Cc1ccc(S(=O)(=O)N(Cc2ccccc2)Cc2ccco2)cc1	8	18	16	0.9	0.22
3	Cc1ccc(C)c(NC(=O)C2CC(O)CN2C(=O)OCc2ccccc2)c1 (configuration not stated)	5	4	-12	0.8	-0.86
4	COc1ccc(CC(=O)Nc2nc3n(n2)C(c2ccccc2)CC(=O)N3)cc1OC (configuration not stated)	8	4	-34	1	0.044
5	Cc1cccc(NC(=O)CCNS(=O)(=O)c2cccc3nsnc23)c1	4	9	.	0.9	0.63
6	NC(=O)Nn1c(CCC(=O)O)ccc1-c1ccc(Br)cc1	5	14	-5	0.9	-0.72
7	Cc1nc(SCC(=O)CC(=O)OC(C)C)c(C#N)c(C)c1C	-3	7	-15	0.9	1.3
8	CCOC(=O)C1(CC)NC(c2ccco2)C2C(=O)N(c3ccc(C)cc3)C(=O)C21 (configuration not stated)	-4	5	2	0.9	-0.5
9	Cn1c(=O)c2c(nc(N3CCCCC3)n2CCSc2nc3ccccc3o2)n(C)c1=O	-2	14	0	0.9	0.04
10	CCS(=O)(=O)N1CCC(C(=O)NCCCN2CCC(Cc3ccccc3)CC2)CC1	2	-14	3	0.9	-1.1
11	Cc1ccc(/C=c2\s/c(=C(/C#N)C(=O)N3CCCC3)n(Cc3ccco3)c2=O)s1	-2	15	15	0.8	1.3
12	[O-][n+]1onc2c1CCC1N(O)C(c3ccccc3)CC21O (configuration not stated)	7	8	.	0.9	0.26

entry	M1 ag	M1 antagonist	S1P3 ag	Jurkat tox 60K
1	-1	1.7	.	.
2	-0.29	-0.0018	-1.7	5
3	0.27	0.59	-0.3	1
4	1.9	0.099	-0.4	-1
5	-0.32	0	.	.
6	1.6	0.78	9.0	2
7	-0.32	-0.29	-0.7	-7
8	-0.26	0.28	-1.3	5
9	-0.76	-0.92	0.6	5
10	-1.5	-1.4	0.1	-6
11	3*	-0.088	-1.4	2
12	1.5	0.9	0.0	-5

(cont.)
entry	SMILES	Ec RNAP inh	HEK293 NFkB inh	S1P1 ag pot	TNAP act mid DEA	D1 mod
13	Cc1ccc(NCc2nnc(SCC(=O)N(Cc3ccccc3)C(C)(C)C)o2)c(C)c1	-5	13	31	1	0.0038
14	Cn1cccc1CNC(=O)Nc1ccc(Cl)c(Cl)c1	.	-2	30	.	-0.02
15	CC1(C)N=C2C(=[N+]1[O-])CCC/C2=N\O	9	10	-10	1	-0.087
16	Cn1c(=O)c2c(nc(CN3CCN(CCO)CC3)n2CCc2ccccc2)n(C)c1=O	13	10	-4	1	0.002
17	CCOc1ccc2nc(NC(=O)c3ccc(S(=O)(=O)N4CCOCC4)cc3)sc2c1	4	-4	-21	1	-0.88
18	COc1ccc(OC)c(C(=O)CSc2nnc(-c3cccs3)n2C)c1	2	13	.	0.9	0.72
19	O=c1[nH]c(SCc2cc(=O)n3ccccc3n2)nc2c1CCC2	2	15	-26	0.9	1.3
20	COc1ccc(CCN(Cc2nc(-c3ccccc3)no2)Cc2nc(-c3ccccc3)no2)cc1OC	12	9	.	0.9	0.77
21	CC(OC(=O)c1cc[n+]([O-])cc1)C(=O)Nc1ccc(Cl)cn1 (configuration not stated)	-6	15	.	0.9	-0.26
22	CCc1ccc(C(=O)NC2CCCCC2)s1	6	-26	9	0.8	-2.1
23	Cc1ccc2c(c1)N(CC(=O)NC1CCCc3ccccc31)C(=O)CO2 (configuration not stated)	-1	10	-10	1	-0.22
24	CC(C)CN(C(=O)COC(=O)c1cc2ccccc2oc1=O)C1CCS(=O)(=O)C1 (configuration not stated)	6	3	-3	1	0.85

entry	M1 ag	M1 antagonist	S1P3 ag	Jurkat tox 60K
13	-0.12	0.81	-0.5	9
14	-0.88	-0.68	-1.2	12
15	0.023	0.38	-0.6	-5
16	0.67	0.21	-0.2	-6
17	-0.2	0.093	0.5	-2
18	0.88	-0.014	0.2	0
19	0.56	0.1	-0.8	0
20	0	0.52	-0.6	-2
21	-1.8	-1.8	.	.
22	0.55	0.18	-0.9	-5
23	-0.14	0.34	-0.6	-8
24	-0.073	0.72	0.3	-6

The list goes on.
entry	SMILES	Ec RNAP inh	HEK293 NFkB inh	S1P1 ag pot	TNAP act mid DEA	D1 mod
25	COCCn1nnnc1CN1C2CCCC1CC(NC(C)=O)C2 (configuration not stated)	-2	-2	.	0.9	0.29
26	CCN(CC)c1ccc2c(c1)C(=O)N(C)C2=O	9	1	-14	0.8	2.6
27	O=C(NC1CCCc2ccccc21)C1CCN(c2c(N3CCCC3)c(=O)c2=O)CC1 (configuration not stated)	2	16	5	0.9	0.38
28	CC1=C(C(=O)N2CCCCC2)C(c2cccs2)NC(=O)N1 (configuration not stated)	-4	12	-13	1	-1.1
29	Cc1cc(C)n(C(=O)CNC(=O)C2COc3ccccc3O2)n1 (configuration not stated)	13	.	-2	0.9	0.5
30	Oc1c(CN2CCCCC2)cc(COCc2ccccc2)c2cccnc12	7	32	13	1.2	-0.18
31	O=C(OCn1nnc2ccccc2c1=O)C1CCN(S(=O)(=O)c2cccs2)CC1	-4	11	4	0.9	4*
32	CC1Cc2ccccc2N1C(=O)CSc1nnc(CSc2ncccn2)n1C (configuration not stated)	10	12	10	0.9	0.63
33	CCOc1ccc(CCN2C(=O)CCC2(C)C(=O)NC(C)CC)cc1OCC (configuration not stated)	-4	17	-14	1	-0.49
34	CCc1ccc(-c2nc(CN3CCC(C(=O)N4CCN(c5ccccn5)CC4)CC3)c(C)o2)cc1	-7	8	24	1	7.1*
35	COc1ccc(NC(=O)c2oc3ccccc3c2C)c(OC)c1	4	1	.	0.9	0.34
36	Cc1ccc2c(CC(=O)Nc3ccc(N4CCN(C)CC4)cc3C)coc2c1	6	-4	2	1	-4.7*

entry	M1 ag	M1 antagonist	S1P3 ag	Jurkat tox 60K
25	-0.04	0.31	.	.
26	0.64	-0.35	0.3	0
27	-0.15	1.3	-0.6	-1
28	0.85	1.2	-0.6	-6
29	0.19	0.078	-2.2	.
30	-0.46	-5.4*	-0.4	34*
31	0.022	-0.0094	-0.8	2
32	-0.45	0.024	1.0	-6
33	0.033	0.36	-0.8	1
34	0.42	-2.6*	-1.4	21
35	-0.075	0.057	.	.
36	-1.4	-3.2*	-0.8	-1

Profiles as entered above:
`Cc1ccc2c(CC(=O)Nc3ccc(N4CCN(C)CC4)cc3C)coc2c1` is entered as Ec RNAP inh: 6; HEK293 NFkB inh: -4; S1P1 ag pot: 2; TNAP act mid DEA: 1; D1 mod: -4.7*; M1 ag: -1.4; M1 antagonist: -3.2*; S1P3 ag: -0.8; Jurkat tox 60K: -1
`O=C(NC1CCCc2ccccc21)C1CCN(c2c(N3CCCC3)c(=O)c2=O)CC1` (configuration not stated) is entered as Ec RNAP inh: 2; HEK293 NFkB inh: 16; S1P1 ag pot: 5; TNAP act mid DEA: 0.9; D1 mod: 0.38; M1 ag: -0.15; M1 antagonist: 1.3; S1P3 ag: -0.6; Jurkat tox 60K: -1
`Oc1c(CN2CCCCC2)cc(COCc2ccccc2)c2cccnc12` is entered as Ec RNAP inh: 7; HEK293 NFkB inh: 32; S1P1 ag pot: 13; TNAP act mid DEA: 1.2; D1 mod: -0.18; M1 ag: -0.46; M1 antagonist: -5.4*; S1P3 ag: -0.4; Jurkat tox 60K: 34*

The results go on:
entry	SMILES	Ec RNAP inh	HEK293 NFkB inh	S1P1 ag pot	TNAP act mid DEA	D1 mod
37	O=c1cc(N2CCN(c3ccccc3)CC2)[nH]c(=O)n1Cc1ccc(F)cc1	5	16	2	1	.
38	O=C(CSc1nnc(Cc2cc(=O)[nH]c(=O)[nH]2)n1-c1ccccc1)N1CCCC1	6	10	-32	1	0.61
39	O=c1cc(-c2ccccc2)[nH]n1-c1nc2ccccc2s1	7	-1	1	0.9	-1.2
40	CCCCC(=O)Nc1ccc(N2CCN(S(C)(=O)=O)CC2)cc1	-9	13	-1	0.9	-0.083
41	CCOC(=O)C1CCCN(C(=O)Cn2nc(Cc3cccnc3)c3ccccc3c2=O)C1 (configuration not stated)	1	15	-20	1	-0.36
42	CCn1nc(NC(=O)c2ccncc2)c2cc3cccc(C)c3nc21	11	14	-1	1	0.66
43	CCC(C)C1C(C#N)=C(N)OC2=C1C(=O)CC(C)(C)C2 (configuration not stated)	10	5	0	0.9	0.62
44	CN(C)c1cccc(C(=O)OCC(=O)NCc2ccco2)c1	2	12	0	0.9	-1.4
45	CCOC(=O)N1CCN(S(=O)(=O)c2c(C)cc(C)cc2C)CC1	11	11	3	1	0.59
46	COc1cccc(C(=O)N(CN2CCCC2=O)c2cccc(Cl)c2)c1	-1	13	-13	1	.
47	O=C(O)c1cc(N2C(=O)C3C4C=CC(C4)C3C2=O)ccc1NCc1cccnc1 (configuration not stated)	7	7	.	1	-0.7
48	COc1cccc2cc(C(=O)C3=C(O)C(=O)N(CCN(C)C)C3c3ccc(F)cc3)oc12 (configuration not stated)	5	14	-9	0.9	-1.7

entry	M1 ag	M1 antagonist	S1P3 ag	Jurkat tox 60K
37	-0.73	-0.22	-1.3	4
38	0.93	0.44	-0.4	-6
39	-1.1	-0.83	3.9	0
40	-0.49	-0.026	-1.3	-1
41	0.47	-0.034	-0.2	5
42	0.33	0.43	-1.0	-9
43	-0.22	-0.62	0.6	-3
44	-0.029	-0.2	-0.2	-5
45	0.17	-1.7	-0.4	2
46	1.1	1.1	-0.6	12
47	0.0055	-0.83	.	.
48	0.15	-0.1	-2.2	0

Taken from above.
HEK293 NFkB inh result of COc1ccc(NC(=O)c2oc3ccccc3c2C)c(OC)c1 stands at 1
S1P3 ag result of O=c1[nH]c(SCc2cc(=O)n3ccccc3n2)nc2c1CCC2 stands at -0.8

Next records follow.
entry	SMILES	Ec RNAP inh	HEK293 NFkB inh	S1P1 ag pot	TNAP act mid DEA	D1 mod
49	Cc1cccc(-c2c3c(=O)n(C)c(=O)n(C)c3c3cccnn23)c1	-2	14	-9	0.9	22*
50	CCCOc1ccccc1C(=O)N(Cc1ccco1)C1CCS(=O)(=O)C1 (configuration not stated)	6	4	-4	0.9	0.03
51	O=S(=O)(NCC(c1cccnc1)N1CCN(c2ccc(F)cc2)CC1)c1ccc(F)cc1 (configuration not stated)	5	5	30	0.9	-1
52	C=CCn1c(SCC(=O)Nc2ccccc2CC)nnc1-c1ccncc1	1	14	-6	1	-0.097
53	COc1ccc(C(=O)CN2CCN(c3ccc(F)cc3)CC2)cc1OC	7	-18	9	1	.

entry	M1 ag	M1 antagonist	S1P3 ag	Jurkat tox 60K
49	-0.2	-0.63	22	-1
50	1.2	1.7	-0.4	-2
51	-0.83	-0.096	-1.8	8
52	0.39	0.019	-0.8	7
53	-0.11	0.61	0.2	-10
